# CHRM5 agonist = human M5 muscarinic receptor agonists, primary screen, CHO-K1 cells, Fluo-8 calcium fluorescence; Muscarinic acetylcholine receptor M5 (Homo sapiens), P08912; CHO-K1 hM5 cells; 0% DMSO wells, 100% maximal acetylcholine response; activation, % at 3 µM; 0.19% of 360,000 active;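 active means activation above the run's mean over test compounds plus 3 SD, cut at about 23% in these data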;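 further: signal is peak over basal fluorescence ratio across the kinetic read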
# Target sequence (P08912 whole entry, looked up): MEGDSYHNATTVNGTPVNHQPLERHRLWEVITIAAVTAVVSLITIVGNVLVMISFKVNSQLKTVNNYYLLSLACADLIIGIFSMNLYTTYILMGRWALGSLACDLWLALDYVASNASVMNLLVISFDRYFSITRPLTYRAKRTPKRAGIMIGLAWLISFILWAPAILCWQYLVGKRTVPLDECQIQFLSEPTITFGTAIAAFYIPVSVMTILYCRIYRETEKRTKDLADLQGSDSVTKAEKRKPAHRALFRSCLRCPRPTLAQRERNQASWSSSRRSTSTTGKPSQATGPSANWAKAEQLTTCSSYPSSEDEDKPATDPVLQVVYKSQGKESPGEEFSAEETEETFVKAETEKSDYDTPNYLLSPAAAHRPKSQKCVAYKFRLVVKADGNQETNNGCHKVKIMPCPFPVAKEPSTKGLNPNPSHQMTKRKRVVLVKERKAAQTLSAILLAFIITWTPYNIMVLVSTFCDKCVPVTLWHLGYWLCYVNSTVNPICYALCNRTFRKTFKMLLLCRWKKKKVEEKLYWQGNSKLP
# M4 antag = human M4 muscarinic receptor antagonists, primary screen, CHO cells, Fluo-8 calcium fluorescence. Muscarinic acetylcholine receptor M4 (Homo sapiens), P08173. CHO-hM4 cells, ACh EC80. inhibition, % at 3 µM. 0.73% of 360,000 active. AID 624125, 2012;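 active means inhibition above its plate's cutoff, the mean inhibition of sample wells plus 3 SD, cut at about 27% in these data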;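 further: 0% = acetylcholine EC80 with DMSO and 100% = DMSO without agonist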
# Target sequence (P08173 whole entry, looked up): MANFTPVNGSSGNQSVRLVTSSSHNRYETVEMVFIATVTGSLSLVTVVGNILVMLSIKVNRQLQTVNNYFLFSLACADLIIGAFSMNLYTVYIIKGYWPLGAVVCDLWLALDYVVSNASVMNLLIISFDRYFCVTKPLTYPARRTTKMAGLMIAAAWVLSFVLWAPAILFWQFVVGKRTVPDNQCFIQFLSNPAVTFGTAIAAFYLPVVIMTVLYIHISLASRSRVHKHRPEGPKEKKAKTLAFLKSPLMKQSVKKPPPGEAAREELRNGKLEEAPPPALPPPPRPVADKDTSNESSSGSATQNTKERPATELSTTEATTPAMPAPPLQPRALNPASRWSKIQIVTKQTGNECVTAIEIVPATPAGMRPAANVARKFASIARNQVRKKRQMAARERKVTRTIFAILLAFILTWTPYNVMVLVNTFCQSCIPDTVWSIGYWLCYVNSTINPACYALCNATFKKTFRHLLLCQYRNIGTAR
# TAAR1 ag = human TAAR1 agonists, primary screen, Fluo-8 calcium fluorescence, CHO RD-HGA16 cells; Trace amine-associated receptor 1 (Homo sapiens), Q96RJ0; vehicle wells 0%, saturating PEA agonist 100%; activation, % at 3 µM; 0.99% of 360,000 active; AID 624467, 2012;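 active means activation above the mean activation of all test compounds in the run plus 3 SD, cut at about 38% in these data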
#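 Test system: RD-HGA16 (CHO) cells co-expressing Gα16 and hTAAR1 | Doses: Single dose, 3 µM | Schedule: 17-24 h seeding, 75 min 37 °C dye, 30 min RT | Evaluation: % activation from peak over basal fluorescence ratio, DMSO-to-PEA scaled | Technique: Kinetic Fluo-8 calcium fluorescence | Benchmarks: Low control DMSO, high control PEA (EC100)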
# M1 PAM = human M1 muscarinic receptor positive allosteric modulators, primary screen, CHO-K1 cells, Fluo-8 calcium fluorescence, 1536-well; Muscarinic acetylcholine receptor M1 (Homo sapiens), P11229; CHO-K1 hM1, ACh EC20; 0% = ACh EC20, 100% = maximal ACh; activation, % at 3 µM; 0.088% of 360,000 active; AID 588819, 2011; in the data active means activation above about 19%, passing the limit was not always enough
# M1 antag = human M1 muscarinic receptor antagonists, primary screen, CHO-K1 cells, Fluo-8 calcium fluorescence, 1536-well | Muscarinic acetylcholine receptor M1 (Homo sapiens), P11229 | CHO-K1 hM1, ACh EC80 antagonist | inhibition, % at 3 µM | 1.3% of 360,000 active | AID 588852, 2011;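 active means percent inhibition above its own plate's cutoff, namely the mean of that plate's compound wells plus 3 SD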;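 further: peak over basal fluorescence ratio during 140 s after agonist addition; 0% = ACh EC80 plus DMSO and 100% = DMSO alone without agonist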
# M5 PAM = human M5 muscarinic receptor positive allosteric modulators, primary screen, CHO-K1 cells, Fluo-8 calcium fluorescence; Muscarinic acetylcholine receptor M5 (Homo sapiens), P08912; CHO-K1 hM5, ACh EC20 PAM; 0% = ACh EC20, 100% = ACh EC100; activation, % at 3 µM; 0.3% of 360,000 active;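 active means activation above the run cutoff, the mean activation of all test compounds plus 3 SD, cut at about 18% in these data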
#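 Assay system: CHO-K1 hM5 cells / Incubation: Fluo-8 loading 80 min at 37 °C plus 30 min room temperature / Technique: Fluo-8 calcium dye fluorescence, kinetic read / Repeats: single replicate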
# M1 ag = human M1 muscarinic receptor agonists, primary screen, Fluo-8 calcium fluorescence, CHO-K1 cells, HTS; Muscarinic acetylcholine receptor M1 (Homo sapiens), P11229; CHO-K1 hM1, agonist mode; 0% DMSO, 100% acetylcholine EC100; activation, % at 3 µM; 0.33% of 360,000 active; AID 588814, 2011;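 active means activation above the run's mean compound activation plus 3 SD, cut at about 16% in these data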;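 further: peak over basal fluorescence ratio within a 140 s kinetic read after compound addition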
# M4 ag = human M4 muscarinic receptor agonists, primary screen, CHO-K1 cells, Fluo-8 calcium fluorescence; activation, % at 3 µM; 0.14% of 360,000 active; Muscarinic acetylcholine receptor M4 (Homo sapiens), P08173; CHO-K1 hM4/Gqi5; vehicle 0%, full acetylcholine response 100%;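 active means activation above the run mean over all test wells plus 3 SD, cut at about 32% in these data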;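 further: peak over basal fluorescence ratio per well then scaled between controls; 0% = DMSO wells and 100% = acetylcholine at EC100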
# M5 antag = human M5 muscarinic receptor antagonists, primary screen, CHO cells, Fluo-8 calcium fluorescence; Muscarinic acetylcholine receptor M5 (Homo sapiens), P08912; CHO-hM5 cells, ACh EC80; inhibition, % at 3 µM; 0.59% of 360,000 active; AID 624040, 2012;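 active means inhibition above a per-plate cutoff, the mean of that plate's test compounds plus 3 SD, cut at about 27% in these data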;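 further: 0% = acetylcholine EC80 with DMSO and 100% = DMSO without agonist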
# * marks the source's active call; other numbers are inactive results; / = not tested or not shown. These rows are one share of the data (hit frequency here may not be typical).
canonical_smiles	CHRM5 agonist	M4 antag	TAAR1 ag	M1 PAM	M1 antag	M5 PAM	M1 ag	M4 ag	M5 antag
CN(C)S(=O)(=O)n1cc(/C=C(\NC(=O)c2ccccc2)C(=O)NCCCN2CCOCC2)c2ccccc21	-1	-14	0	9	-12	5	-5	1	-11
CCOC(=O)NNC1CC(=O)N(c2ccccc2)C1=O (stereo unspecified)	-2	8	8	7	-2	3	-2	0	0
COc1cc2oc(=O)ccc2c(OC)c1CC(O)C(C)(C)O (stereo unspecified)	6	-7	6	1	-1	12	-3	1	4
O=C1c2ccccc2C(=O)N1CCc1c(-c2[nH]c3ccccc3c2CCN2C(=O)c3ccccc3C2=O)[nH]c2ccccc12	1	1	0	10	-12	-2	-4	2	12
O=S(=O)(c1ccc(Cl)nc1)N1CCCC1	0	2	3	3	-9	-1	-3	0	10
Cc1c(O)nc(SCC(=O)Nc2cccc(C(F)(F)F)c2)n(-c2ccccc2)c1=O	-2	5	8	-2	14	-4	0	0	14
CC1CCc2nn(CC(=O)N3CCN(C(=O)c4ccco4)CC3)cc2C1 (stereo unspecified)	0	-8	0	0	-5	2	-5	0	-6
CC(C)N(C(=O)Cn1cc(SCC(=O)NCc2ccco2)c2ccccc21)C(C)C	-2	-1	1	11	-8	10	-7	1	-2
Cc1ccnc(SCC(=O)N2CCC(C(N)=O)CC2)n1	0	11	4	12	-16	5	-3	1	-4
C=CCn1cc(C(=O)NCc2ccco2)c(=O)c2cc(S(=O)(=O)N3CCCCCC3)ccc21	-5	11	1	-5	9	0	-7	0	-4
CCOC(=O)c1sc(NC(=O)CN2C(=O)NC3(CC(C)CC(C)(C)C3)C2=O)c(C(=O)OCC)c1C (stereo unspecified)	1	10	-1	12	-8	-3	0	0	0
CCC(C)NC(=O)/C=C1\Sc2ccccc2NC1=O (stereo unspecified)	0	1	-1	-4	8	-12	-3	1	6
CCOc1ccccc1CN1CCN(Cc2cccc3c2OCO3)CC1CCO (stereo unspecified)	-8	-3	6	-2	2	1	-10	1	5
COc1ccc(NC(=O)C2(S(=O)(=O)c3ccc(C)cc3)CC2)cc1	-4	-15	0	5	-6	-4	-6	0	16
O=C(c1ccco1)N1CCN(C(=O)c2ccc(-c3ccc([N+](=O)[O-])cc3)o2)CC1	3	2	2	5	-8	-5	-1	3	10
CC(C)CC(=O)N1CCN(C(=O)c2cccc(F)c2)CC1	0	11	0	3	-8	-1	5	1	0
Cc1ccc(F)cc1NC(=O)C1CC(=O)N(CCc2ccccc2)C1 (stereo unspecified)	0	0	7	2	1	5	-1	2	-13
COc1cnc(-c2ccccn2)nc1Sc1ccc(C)cc1	6	-1	18	1	2	3	-11	5	-5
COc1ccc(CC(=O)OCC(=O)c2ccc[nH]2)cc1	1	5	5	-2	2	1	-4	1	12
O=S(=O)(NN=C(c1ccccc1)c1ccccc1)c1ccccc1	-2	-13	-2	17	-18	3	-1	-1	2
CCOC(=O)n1c(SCC(N)=O)nc2ccccc21	-2	1	5	-1	4	-5	-1	0	1
O=C1C(Cl)=C(NCC2CCCO2)C(=O)N1c1ccccc1 (stereo unspecified)	-1	3	5	-1	7	2	-4	1	-4
CC(C)(C)n1nnnc1C(c1ccccc1)N1CCc2ccccc2C1 (stereo unspecified)	-10	-4	/	-10	-1	-11	-10	0	1
Cc1ccc(N(CC(=O)NC2CCCCC2)C(=O)c2ccc(C)s2)cc1	2	7	4	2	5	-2	-4	0	-3
COCC(C)NC(=O)C(C)N1c2cccc3cccc(c23)S1(=O)=O (stereo unspecified)	2	1	0	5	-5	8	-4	1	8
CC(C)(C)Nc1scc(-c2ccccc2)[n+]1-c1ccccc1	-12	6	9	-11	17	-2	-5	-1	12
CCCS(=O)(=O)Nc1c(OC)ccc2c1c(C(=O)OCC)c(C)n2C	-4	-23	-1	1	-3	1	-4	1	-3
CC(=O)Nc1cc(C(=O)OCc2cccc([N+](=O)[O-])c2)ccc1C	-1	-5	11	0	4	-4	-8	3	1
O=S(=O)(NCc1cccc(C(F)(F)F)c1)NCc1ccccc1F	-7	3	-1	4	-6	0	-10	-2	10
CC(C)CNC(=O)C1Nc2ccccc2C2C=CCC12 (stereo unspecified)	5	3	1	5	-8	2	-3	1	5
CC(=O)c1ccc(N=Cc2c(O)n(-c3cc(Cl)ccc3N3CCOCC3)c(=O)c3ccccc23)cc1	-3	0	16	0	-4	0	-3	1	-5
NS(=O)(=O)c1ccc(CCNC(=O)Cc2ccc(S(=O)(=O)N3CCCC3)s2)cc1	1	-12	0	15	-15	14	-6	1	-14
Cc1occc1C(=O)N/N=C/c1sc(N2CCOCC2)nc1-c1ccccc1	3	-3	6	19	-33	7	0	2	-4
CCSc1nnc(-c2ccncc2)o1	-1	-6	8	5	-6	8	-3	0	-10
CCc1ccc(C(=O)CN2CCSC2=N)cc1	2	13	13	0	1	4	-3	1	2
COc1ccc(N2CCN(Cc3nc4scc(-c5ccccc5)c4c(=O)[nH]3)CC2)cc1	3	-2	5	8	0	6	-2	3	-5
CCC(=O)N1CC23C=CC(CC2CC12CCCCC2)O3 (stereo unspecified)	-6	10	2	3	7	5	0	0	7
Cc1oc(-c2cccs2)cc1C(=O)N1CCC(C)(C(=O)NS(=O)(=O)C2CC2)C1 (stereo unspecified)	0	-6	1	1	0	2	0	0	3
CN(C)S(=O)(=O)c1ccc(Nc2nc(C3CC3)nc3c2nnn3Cc2ccccc2Cl)cc1	0	-3	4	7	-10	2	-6	1	1
COc1ccccc1OCCNC(=O)CCNC(=O)c1ccccc1Cl	-4	4	2	0	1	-5	-2	1	17
CCCCCCCCN1C(=O)[C@H](CC(=O)NCCCOC)C[C@@]2(C(=O)OCC)CCCC=C12	-1	-18	-2	/	/	-7	/	-1	-1
COc1ccc(N=Nc2ccc(N)nc2N)cc1	-1	12	2	0	0	-2	-2	1	1
CCN(CC)C(=O)C1=C(C)N(Cc2ccccc2)C(=O)C(CC(=O)NCCc2ccccn2)C1 (stereo unspecified)	0	-7	0	2	-11	0	-3	1	6
CCc1ccccc1NC(=O)CN1CCN(CC(=O)Nc2ccc(-c3ccccc3)cc2)CC1	-2	-10	-3	7	-8	0	-3	1	10
CC(=O)c1sc(-c2ccccc2)cc1NS(=O)(=O)c1ccccc1	-2	-8	5	12	-16	-6	-3	1	7
COc1ccc(S(=O)(=O)N2CCCC2CNC(=O)C(=O)NC2CC2)cc1 (stereo unspecified)	-1	0	2	-4	13	7	-2	1	-4
CCc1ccccc1Nc1nc2ccccc2[nH]1	-6	11	0	11	-14	2	-5	3	7
CC(C)c1nc2c(s1)CCc1onc(-c3cccc([N+](=O)[O-])c3)c1-2	-1	9	3	-4	9	-6	-5	0	8
CC(/C=C/c1ccc2c(c1)OCO2)=N/NC(=O)c1ccncc1	0	5	1	1	-4	-3	-4	2	8
N/C(=N\OS(=O)(=O)c1ccccc1)c1ccccn1	-1	8	1	4	-8	6	-11	0	2
CCN(CC)CC(O)CNc1ccnc2c(Cl)ccc(Cl)c12 (stereo unspecified)	-2	0	0	1	0	1	-7	0	15
CNC(=O)CC1C(=O)N(c2ccc(OC)cc2)C(=S)N1NC(=O)c1cccc(F)c1 (stereo unspecified)	3	10	1	13	-8	0	0	0	6
CC(CCc1ccccc1)NC(=O)Cn1cccc1C(=O)c1ccccc1 (stereo unspecified)	-3	3	2	-9	-1	-13	14	0	18
CCC(C)N(CCNC(=O)c1ccc2c(c1)NC(=O)c1ccccc1S2)C1CCCCC1 (stereo unspecified)	-10	24	12	-23	56*	-13	-3	10	13
Cc1cc(S(=O)(=O)N2CCN=C2c2ccccc2)c(Cl)cc1Cl	-1	2	-1	14	-13	1	-4	1	-4
COc1ccc(C2c3[nH]c4ccccc4c3CCN2C(=O)c2cc3ncccn3n2)c(F)c1 (stereo unspecified)	8	14	11	-22	20	-18	-1	28	20
O=C(CC(NS(=O)(=O)c1ccc(Cl)cc1)c1ccco1)NC1CCCC1 (stereo unspecified)	-1	-6	/	-5	-11	9	-3	1	-5
CSc1ccccc1C(=O)Nc1cccc(N(C)S(C)(=O)=O)c1	1	5	8	-5	15	-5	-3	1	3
O=C(CCN1C(=O)c2ccccc2C1=O)NC(=S)Nc1ccccc1Cl	-1	0	9	6	-8	-1	-9	3	-4
CC(C)N(C)S(=O)(=O)c1ccc(NC(=O)C2=COCCO2)cc1	4	0	6	6	5	2	2	4	14

# Next section:
canonical_smiles	CHRM5 agonist	M4 antag	TAAR1 ag	M1 PAM	M1 antag	M5 PAM	M1 ag	M4 ag	M5 antag
CN(C)CCNc1c(N)c(=O)oc2ccccc12	1	0	3	9	1	7	-8	2	-4
CCOC(=O)C1=C(CN2CCN(C(=O)c3ccco3)CC2)NC(=O)NC1c1ccccc1 (stereo unspecified)	-4	-7	/	-1	-1	-6	-5	3	19
CC(C)c1ccc(/C=C2\SC(=S)N(CCC(=O)NCCCn3ccnc3)C2=O)cc1	-4	2	10	0	-5	3	-3	14	-7
O=C1CS/C(=C\S(=O)(=O)c2ccc(Cl)cc2)N1	-3	-3	3	4	-10	-4	-2	1	0
CC(NC(=O)[C@@H](C)NC(=O)[C@@H]1Cc2ccccc2CN1C(=O)OC(C)(C)C)c1ccccc1 (stereo partly specified)	1	-8	1	5	-11	2	1	2	-7
COC(=O)c1cnc(Oc2c(Cl)cc(N)cc2Cl)cc1C(F)(F)F	4	-5	-2	18	-18	19*	-2	0	-17
Cc1ccc([N+](=O)[O-])cc1NCC(=O)NN	-5	3	0	6	-8	2	-6	2	4
CC1(C)CC(NC(=O)c2ccccn2)CC(C)(C)N1O	-5	-2	3	10	-10	-6	-8	1	9
O=C1Nc2ccccc2Oc2cc([N+](=O)[O-])ccc21	0	1	0	11	-8	6	-1	1	-1

# Entries of single compounds, looked up by structure. Screens in order: CHRM5 agonist	M4 antag	TAAR1 ag	M1 PAM	M1 antag	M5 PAM	M1 ag	M4 ag	M5 antag
# Results for CCCCCCCCN1C(=O)[C@H](CC(=O)NCCCOC)C[C@@]2(C(=O)OCC)CCCC=C12 = -1	-18	-2	/	/	-7	/	-1	-1
# Results for CC(NC(=O)[C@@H](C)NC(=O)[C@@H]1Cc2ccccc2CN1C(=O)OC(C)(C)C)c1ccccc1 (stereo partly specified) = 1	-8	1	5	-11	2	1	2	-7

# Bioassay records: PubChem BioAssay, The Scripps Research Institute Molecular Screening Center
